Bioassay records from PubChem BioAssay.
TRPC4 potent: allosterically enhances the mouse TRPC4 cation channel; Q9QUQ5; HEK293 TRPC4beta/mu-opioid, DAMGO EC20, Fluo-4 Ca2+ flux; stronger effect = higher value; B-score at 10 µM; hit rate 0.42% among 310,000;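 active = B-score of calcium response area above 5 SD of library B-scores, with initial fluorescence ratio within 5 SD of library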;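 also: B-score of integrated fluorescence ratio over time as area under calcium response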
Target sequence (Q9QUQ5 whole entry, looked up): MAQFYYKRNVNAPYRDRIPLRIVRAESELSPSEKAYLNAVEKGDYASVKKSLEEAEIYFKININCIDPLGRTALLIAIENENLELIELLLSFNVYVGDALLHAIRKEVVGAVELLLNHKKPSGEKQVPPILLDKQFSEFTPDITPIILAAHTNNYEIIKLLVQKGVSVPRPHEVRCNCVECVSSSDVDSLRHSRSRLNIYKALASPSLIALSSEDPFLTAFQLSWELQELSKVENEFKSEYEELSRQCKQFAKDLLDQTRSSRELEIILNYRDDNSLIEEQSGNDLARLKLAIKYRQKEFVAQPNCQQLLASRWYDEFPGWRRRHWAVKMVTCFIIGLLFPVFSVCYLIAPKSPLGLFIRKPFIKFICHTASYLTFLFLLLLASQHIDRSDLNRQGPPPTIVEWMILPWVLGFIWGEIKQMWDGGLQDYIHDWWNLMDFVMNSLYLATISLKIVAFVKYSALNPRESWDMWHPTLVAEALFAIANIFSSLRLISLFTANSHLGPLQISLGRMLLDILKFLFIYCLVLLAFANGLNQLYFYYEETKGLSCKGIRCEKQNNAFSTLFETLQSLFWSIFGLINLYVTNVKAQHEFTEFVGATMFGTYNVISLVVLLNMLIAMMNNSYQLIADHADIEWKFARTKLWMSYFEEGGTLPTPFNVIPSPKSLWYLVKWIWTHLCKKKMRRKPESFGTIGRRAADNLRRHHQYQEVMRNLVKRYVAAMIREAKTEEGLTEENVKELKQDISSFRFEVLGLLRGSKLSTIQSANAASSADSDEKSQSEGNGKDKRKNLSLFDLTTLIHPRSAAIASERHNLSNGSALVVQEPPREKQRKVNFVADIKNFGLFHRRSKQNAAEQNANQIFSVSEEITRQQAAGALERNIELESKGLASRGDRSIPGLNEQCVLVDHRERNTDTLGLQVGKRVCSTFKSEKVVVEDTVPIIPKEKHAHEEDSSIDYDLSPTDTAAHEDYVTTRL
DYRK1A inh: Dyrk1A (rat) kinase inhibition | inhibition, % at 12.5 µM | AID 504441 | ADP-Glo luminescence, NFATc1 peptide | hit rate 0.43% among 310,000; in the data active = inhibition above about 50%;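 also: plate controls were vehicle with enzyme for no effect and no enzyme for full effect; many of its hits are not listed in these tables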
Platelet DG rel: modulates dense granule release in human platelets; hit rate 0.22% among 300,000; human platelet-rich plasma, SFLLRN dense granule ATP release, luminescence; inhibition, %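 (compounds screened at 7.5 µM in platelet-rich plasma)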;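 active = mean replicate score, as percent of positive control, at or above 50; inconclusive = mean below 50 but at least one replicate at or above 50; inactive = mean and every replicate below 50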
PolyA inh: inhibitors of polyadenylation in S. cerevisiae | S. cerevisiae SKY197-pL101 polyadenylation reporter, beta-gal luminescence; efflux-impaired pdr1/pdr3 knockout yeast; score 100 = 6 SD above DMSO | calls only at 12 µM | hit rate 0.02% among 300,000 | AID 1875;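 active = lowest replicate activity score at least 50, where 100 means six control SD above control mean; inconclusive = lowest score under 50 but half or more replicates reach 50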;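 also: yeast exposed to compound for 9 h at 30 °C; higher score means more reporter readthrough which indicates perturbed polyadenylation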
KCNK9 block: inhibitors of human KCNK9 two-pore domain potassium channel; AID 488922; HEK293 KCNK9, FluxOR thallium flux fluorescence; stronger effect = lower value; hit rate 1.2% among 310,000; B-score at 10 µM;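 active = ratio B-score over 3 SD below the library mean, with starting fluorescence within 5 SD of its mean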;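 also: negative B-score means less thallium flux so channel inhibition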
KCNQ1 block: blocks the human KCNQ1 potassium channel. P51787. CHO-K1 KCNQ1, FluxOR thallium flux fluorescence; stronger effect = higher value. B-score at 10 µM. hit rate 1.3% among 310,000;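 active = compounds whose thallium flux B-score, printed positive for inhibition, exceeds three library SD while starting fluorescence stays within three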;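 also: channel opened by potassium depolarization with thallium stimulus after 20 min compound exposure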
hERG protect: hERG (human) protection from proarrhythmic block; hit rate 0.51% among 310,000; AID 1511; activation (rescue from dofetilide block), less the hit threshold, % at 10 µM; CHO-hERG, FluxOR thallium flux, dofetilide IC70 present;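 active = activation above the mean of controls blocked by dofetilide plus 5 SD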;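 also: thallium influx through hERG after potassium depolarization seen as dye fluorescence rise; in these data hits start at about 4.7%; inactives centre near -7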
TRPC4 inh: inhibitors of mouse TRPC4 channel; HEK293 TRPC4beta/mu-opioid, DAMGO-evoked Fluo4 calcium flux; stronger effect = lower value; B-score at 10 µM; Q9QUQ5; hit rate 0.39% among 300,000; AID 2247;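 active = B-score over 3 SD under the library average, no early fluorescence shift, positive overall ratio signal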
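Assay system – HEK293 line stably carrying TRPC4beta and mu-opioid receptor · Doses – single dose · Detection – Fluo4 calcium-dye fluorescence, kinetic read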
KCNQ1 act: human KCNQ1 channel potentiation or activation; CHO-K1 KCNQ1, thallium flux FluxOR fluorescence; stronger effect = higher value; hit rate 0.35% among 310,000; P51787; B-score at 10 µM;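 active = fluorescence ratio B-score, a plate-corrected score, at least three library SD, with initial intensity B-score within 5 SD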
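System: Stable KCNQ1 CHO-K1 line | Incubation: 90 min dye loading and 20 min compound exposure, both at room temperature | Measure: Ratio B score | Medium: Assay buffer for compound exposure, DMSO matched across wells | Compound dosing: Single-concentration screen | Probe or stimulus: K+/Tl+ depolarizing stimulus | Measured by: Kinetic FluxOR fluorescence, 10 s baseline plus 110 s post-stimulus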
KCNK3 block: human KCNK3 channel inhibition, primary screen. O14649. CHO-KCNK3 thallium flux, FluxOR fluorescence; stronger effect = lower value. B-score at 10 µM. hit rate 0.84% among 340,000;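 active = B-score under library mean minus 4 SD, starting fluorescence ratio at most library mean plus 5 SD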;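 also: more negative B-score means stronger inhibition of thallium flux through KCNK3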
TRPC4 act: opens the mouse TRPC4 cation channel | Q9QUQ5 | HEK293 TRPC4beta/mu-opioid, Fluo4 calcium fluorescence; stronger effect = higher value | B-score at 10 µM | hit rate 0.49% among 310,000;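 active = B-score above 5 SD of library B-scores, and initial fluorescence ratio not above library mean plus 5 SD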;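 also: positive B-score marks a calcium rise read as TRPC4 activation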
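Material: HEK293 stable line with TRPC4beta plus mu-opioid receptor; technique: Fluo4 calcium-sensitive dye fluorescence, kinetic, 1 Hz baseline; timing: Fluo4 dye loading 45 min at room temperature, 110 s recording; controls: assay buffer as low control, maximal DAMGO as high control; read-out: integrated baseline-normalised fluorescence ratio, converted to per-well B score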
Numbers without * were called inactive; i = inactive; u = inconclusive; x = no result given. Some of the compounds tested; rates above refer to the full screens.

Each structure is followed by: TRPC4 potent	DYRK1A inh	Platelet DG rel	PolyA inh	KCNK9 block	KCNQ1 block	hERG protect	TRPC4 inh	KCNQ1 act	KCNK3 block	TRPC4 act
- CCc1ccc2c(CN3CCC(C(=O)OC)CC3)cc(=O)oc2c1
  i	8	8	i	i	i	-4	i	i	i	i
- CN1C(=O)/C(=C/c2ccco2)SC1=Nc1ccc(N2CCOCC2)cc1
  i	-2	9	i	i	i	-4	i	i	i	i
- CC1CCCN(C(=O)CN2CCC(c3nc4ccc(Cl)cc4[nH]3)CC2)C1 (centres undefined)
  i	-6	-2	i	i	i	-10	i	i	i	i
- COCCNS(=O)(=O)c1ccc(-c2ccc(Cl)cc2)cc1
  i	1	10	x	i	i	-16	i	i	i	i
- Cc1ccc(CN(C(=O)c2ccccc2C)C2CCS(=O)(=O)C2)o1 (centres undefined)
  i	0	-3	i	i	i	-11	i	i	i	i
- CC(C)(C)c1ccc(S(=O)(=O)N2CCCC2C(=O)N2CCOCC2)cc1 (centres undefined)
  i	-1	-2	i	i	i	-6	i	i	i	i
- Cc1ccccc1NC(=O)Cc1nc(COC(=O)C(C)C)cs1
  i	3	-9	i	i	i	-4	i	i	i	i
- Cc1ccc(C)c(N=Cc2ccc(-c3ccc([N+](=O)[O-])cc3)o2)c1
  i	2	0	i	i	i	-15	i	i	i	i
- CC(=O)C(C)n1c(CN(C)Cc2ccccc2)nc2c1c(=O)n(C)c(=O)n2C (centres undefined)
  i	-1	11	i	i	i	-6	i	i	i	i
- Cn1c(=O)c(C(=O)Nc2ccccn2)c(O)c2ccccc21
  i	-1	11	i	i	i	-14	i	i	i	i

As a working copy, part of the list above.
Each structure is followed by: TRPC4 potent	DYRK1A inh	Platelet DG rel	PolyA inh	KCNK9 block	KCNQ1 block	hERG protect	TRPC4 inh	KCNQ1 act	KCNK3 block	TRPC4 act
- CCc1ccc2c(CN3CCC(C(=O)OC)CC3)cc(=O)oc2c1
  i	8	8	i	i	i	-4	i	i	i	i
- CN1C(=O)/C(=C/c2ccco2)SC1=Nc1ccc(N2CCOCC2)cc1
  i	-2	9	i	i	i	-4	i	i	i	i

The list goes on:
Each structure is followed by: TRPC4 potent	DYRK1A inh	Platelet DG rel	PolyA inh	KCNK9 block	KCNQ1 block	hERG protect	TRPC4 inh	KCNQ1 act	KCNK3 block	TRPC4 act
- CN(C)S(=O)(=O)c1ccc(NC(=O)Cn2c(-c3ccccc3)noc2=O)cc1
  i	-7	8	i	i	i	0	i	i	i	i
- Cc1onc(-c2c(F)cccc2Cl)c1C(=O)Nc1cccc2nsnc12
  i	35	5	i	i	i	-13	i	i	i	i
- Cc1ccccc1-c1nc(C#N)c(N2CCC(C)CC2)o1
  i	5	-6	i	i	i	-2	i	i	i	i
- c1csc(C2=NNC(=NC3CCCCC3)SC2)c1
  i	2	-4	i	i	i	-11	i	i	i	i
- CCOCCCNC(=O)c1cc2c(=O)n3cccc(C)c3nc2s1
  i	9	4	i	i	i	-4	i	i	i	i
- O=c1c2c([nH]n1-c1ccccc1)CCCC2
  i	1	-1	i	i	i	-6	i	i	i	i
- COC(=O)[C@]1(CC(C)C)N[C@H](c2ccc(-c3ccc(OC)cc3)cc2)[C@@H]2C(=O)N(C)C(=O)[C@@H]21
  i	12	0	i	i	i	-5	i	i	i	i
- CCOc1ccc(CN(CC)C(=O)Cc2c[nH]c3ccccc23)cc1OC
  i	-2	1	i	i	i	-10	i	i	i	i
- CCOc1ccccc1CN1CCCC(CNC(=O)Cc2ccc(OC)cc2)C1 (centres undefined)
  i	x	9	i	i	i	-7	i	i	i	i
- CCOc1ccc(OCCN2C(=O)c3ccccc3C2=O)cc1
  i	-6	5	i	i	i	-5	i	i	i	i
- O=C(N/N=C/c1coc2ccc(Cl)cc2c1=O)c1ccncc1
  i	17	-6	i	i	i	-14	i	i	i	i
- COC(=O)c1[nH]c2cccc(OC)c2c1NC(=O)CN1CCOCC1
  i	-1	u	i	i	i	-6	i	i	i	i
- COc1cc(/C=N/NC(=O)C(=O)NCC2CCCO2)ccc1O (centres undefined)
  i	26	-2	i	i	i	-7	i	i	i	i
- CN(c1ccccc1)c1ccc(/C=N/N2CCOCC2)cc1
  i	0	-2	i	i	i	-10	i	i	i	i
- CCOc1ccccc1N(C)S(=O)(=O)c1ccc2c(c1)CCN2C(=O)CCC(=O)O
  i	-5	3	i	i	i	-7	i	i	i	i
- CC(c1ccco1)N(C(=O)c1ccc(Cl)c([N+](=O)[O-])c1)c1ccccn1 (centres undefined)
  i	-1	4	i	i	i	-8	i	i	i	i
- CCCOc1ccc(C(=O)NCCCn2ccnc2)cc1
  i	1	-1	i	i	i	-8	i	i	i	i
- CC(=O)Nc1ccc(N=Cc2ccc(OCc3ccccc3)cc2)cc1
  i	-2	13	i	i	i	-13	i	i	i	i
- COc1cccc(/C=N/NC(=O)CNC(=O)/C=C\c2ccccc2)c1O
  i	-5	-3	i	i	i	-3	i	i	i	i
- CC1CCN(C(=O)COC(=O)c2ccc3c(c2)OCO3)CC1
  i	x	-18	i	i	i	-5	i	i	i	i
- O=C(CN(Cc1ccc2c(c1)OCO2)C(=O)CNS(=O)(=O)c1ccccc1)NCc1ccco1
  i	-1	4	i	i	i	-2	i	i	i	i
- CC(C(=O)c1ccccc1)[n+]1cccc(Br)c1 (centres undefined)
  i	0	x	i	i	i	-9	i	i	i	i
- CSc1ncccc1C(=O)N1CCCC(CCC(=O)NCc2ccccc2F)C1 (centres undefined)
  i	-4	-2	i	i	i	-13	i	i	i	i
- CCCCCOc1ccc(CN2CCOCC2)cc1Cl
  i	4	4	i	i	i	-10	i	i	i	i
- C[C@H]1O[C@H](O[C@H]2[C@H](O)[C@@H](O)[C@@H](O[C@H]3[C@H](O)[C@@H](O)C(O)O[C@@H]3CO)O[C@@H]2CO)[C@H](O)[C@@H](O)[C@@H]1N[C@H]1C=C(CO)[C@@H](O)[C@H](O)[C@H]1O (some centres undefined)
  i	x	0	i	i	i	-4	i	i	x	i
- CCC(C)(C)NC(=O)C(c1cccnc1)N(C(=O)c1csnn1)c1ccc(C)cc1 (centres undefined)
  i	-2	-9	i	i	i	-7	i	i	i	i
- COc1ccc(NCCC(O)c2ccc(Cl)cc2)cc1 (centres undefined)
  i	5	2	i	i	i	-5	i	i	i	i
- c1ccc(CCc2ccccc2-c2nc(-c3ccccn3)no2)cc1
  i	-1	5	i	i	i	-9	i	i	i	i
- O=C(COC(=O)c1ccc(Cl)nc1)Nc1ncc(Cl)cc1Cl
  i	-2	-2	i	i	i	-4	i	i	i	i
- Cc1cccc(N(CC(=O)N/N=C/c2ccc(C(=O)O)cc2)S(=O)(=O)c2ccccc2)c1C
  i	x	-41	i	i	i	-3	i	i	i	i
- O=C1CN(C(=O)c2ccccc2Br)C(c2ccc(F)cc2)c2cc(F)ccc2N1 (centres undefined)
  i	0	11	i	i	i	-18	i	i	i	i
- Cc1ccccc1OCCC(=O)OCC(=O)Nc1ccc(N2CCOCC2)cc1
  i	-3	7	i	i	i	-8	i	i	i	i
- CCN(Cc1ccccc1)C(=O)c1oc2ccc(S(=O)(=O)N3CCOCC3)cc2c1C
  i	x	20	i	i	i	-9	i	i	i	i
- Cc1nn2c(NCc3cccnc3)c3c(nc2c1-c1ccccc1)CCC3
  i	1	x	i	i	i	-11	i	i	i	i
- CC(C)(C)C(=O)Nc1ccc(Cc2ccncc2)cc1
  i	-4	-1	i	i	i	-2	i	i	i	i
- O=C(Nc1cccc(C(=O)N2CCN(Cc3ccccc3)CC2)c1)c1ccccc1
  i	-2	x	i	i	i	-10	i	i	i	i
- CCCCCCCC1CC(/C(C)=N/NC(N)=O)OC1=O (centres undefined)
  i	3	-9	i	i	i	-5	i	i	i	i
- COC(=O)C(=Cc1ccc(-c2ccsc2C(=O)OC)o1)C(=O)OC
  i	4	-5	i	i	i	-10	i	i	i	i
- Cc1cccc(C(=O)N/C(=C\c2ccc(C)o2)C(=O)O)c1
  i	6	0	i	i	i	-4	i	i	i	i
- O=C(CCNC(=O)c1ccc(Cl)cc1)Nc1ccc(S(=O)(=O)N2CCCCC2)cc1
  i	-4	-2	x	i	i	-6	i	i	i	i
- COC(=O)[C@@H]1C[C@]2(Br)c3ccccc3N(S(=O)(=O)c3ccccc3)[C@@H]2N1C(=O)OC
  i	3	3	i	i	i	-8	i	i	i	i
- Cc1ccnc2nc(C(=O)Nc3nnc(CC(C)C)s3)nn12
  i	-3	-1	i	i	i	-11	i	i	i	i
- CCc1cc(C(=O)N2CCCc3ccccc32)sc1C
  i	x	-7	i	i	i	-7	i	i	i	i
- COc1ccc(S(=O)(=O)N2CCC(C(=O)N3CCCC3)CC2)cc1
  i	-5	5	i	i	i	-9	i	i	i	i
- COc1ccc(NC(=O)/C(Cl)=C(/Cl)S(=O)(=O)Cc2ccccc2)cn1
  i	14	1	i	i	i	-19	i	i	i	i
- COc1ccc(/C=C2\C(=O)c3ccccc3OC2c2ccccc2)cc1 (centres undefined)
  i	-7	7	i	-6.7*	i	-6	i	i	i	i
- COC(CN1C(=O)C(=O)/C(=C(/O)c2ccccc2)C1c1ccccn1)OC (centres undefined)
  i	-23	-3	i	i	i	-6	i	i	i	i
- O=C(CSc1ccc2c(c1)OCCO2)NC(=O)Cc1ccccc1
  i	11	-3	i	i	i	-4	i	i	i	i
- Cc1ccc(C(=O)NCCSC2CCCCC2)cc1S(=O)(=O)Nc1ccccc1
  i	8	9	i	i	i	-6	i	i	i	i
- COC(=O)c1ccc2c(=O)n(CCCCCC(=O)NCc3ccc4c(c3)OCO4)c(=O)[nH]c2c1
  i	-2	7	i	i	i	-12	i	i	i	i
